# Screens deposited in PubChem by several laboratories.
# NadD inh = blocks S. aureus nicotinate mononucleotide adenylyltransferase | actives 0.78% (n = 360,000) | inhibition, % at 20 µM | AID 602399 | purified NadD enzyme, colorimetric absorbance read-out; in the data active means inhibition above about 26%; further: some compounds past the cut are filed as inactive
# MT1-MMP act inh = MT1-MMP (human) activation inhibition. P50281. HT1080 RFP-PRO-GFP cells, GFP/RFP ratio fluorescence, overnight; percent of plate control window, DMSO zero. GFP/RFP ratio change, % at 20 µM. actives 0.061% (n = 360,000). AID 651647;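 active means GFP/RFP ratio change of at least 30% with cell ATP level not reduced by more than half and red fluorescence within 50% of control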; further: strong numbers were not always called active
#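 Assay system: HT1080 cells carrying an RFP-PRO-GFP reporter | Dosing: Single dose of 20 µM compound, 1% DMSO final | Incubation: Cells overnight before dosing, compound overnight, 37 °C, 5% CO2 | Evaluation: GFP/RFP fluorescence ratio | Control set: DMSO and RFP-L50D-GFP cell wells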
# Rin1-Abl PPI inh = inhibitors of human Rin1-Abl protein interaction | TR-FRET Rin1/Abl binding, biochemical | inhibition, % at 7.35 µM | actives 0.4% (n = 360,000) | AID 588664; in the data active means inhibition above about 5%, passing the limit was not always enough
# CSN deneddyl inh = blocks human CSN-mediated cullin deneddylation; Purified CSN, SCF-Nedd8-OG deneddylation, fluorescence polarization; inhibition, % at 12.5 µM; actives 0.38% (n = 360,000);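 active means pattern-corrected inhibition above about 35%, with an unprinted fluorescence ratio check between 0.5 and 1.5, limit read from the data, passing the limit was not always enough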;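 further: 0% = enzyme with substrate and 100% = substrate without enzyme; some results filed as inactive read as strong as hits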
# Target sequence (Q92905 whole entry, looked up, one chain of several): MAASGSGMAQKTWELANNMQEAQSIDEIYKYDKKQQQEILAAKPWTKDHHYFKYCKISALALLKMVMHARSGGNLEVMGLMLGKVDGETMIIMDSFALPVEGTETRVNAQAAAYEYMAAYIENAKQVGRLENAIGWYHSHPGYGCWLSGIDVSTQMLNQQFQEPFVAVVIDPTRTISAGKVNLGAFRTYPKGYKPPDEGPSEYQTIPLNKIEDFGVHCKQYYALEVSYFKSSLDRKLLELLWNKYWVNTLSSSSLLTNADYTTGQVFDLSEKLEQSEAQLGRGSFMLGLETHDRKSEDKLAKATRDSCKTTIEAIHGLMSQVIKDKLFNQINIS
#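 assay system = purified human Csn5 enzyme expressed in HEK293T cells | amount = 0.24 nM enzyme | buffer or medium = Tris/NaCl/DTT buffer, pH 7.5 | reagent = 10 nM SCFSkp2-Nedd8OG | compound = one concentration, 12.5 µM, 0.25% DMSO | times = 90 min reaction at room temperature | signal = FP | read-out basis = % inhibition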
# FAS TE block = FAS thioesterase (human) inhibition; recombinant FAS-TE, OMFH fluorogenic substrate, fluorescence endpoint; inhibition, % at 15 µM; P49327; AID 602261; actives 0.67% (n = 360,000);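 active means compounds whose normalised, plate-corrected inhibition of enzyme fluorescence in the single-dose primary screen is 50% or more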;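 further: 0% = DMSO with enzyme and 100% = substrate without enzyme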
# MLLE-PAM2 inh = inhibitors of microRNA-mediated deadenylation, human PABP1 MLLE binding. P11940. GST-MLLE / FITC-PAM2 fluorescence polarization. inhibition, % at 20 µM. actives 0.36% (n = 360,000); in the data active means inhibition above about 35%, passing the limit was not always enough;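 further: plate controls were DMSO wells with GST-MLLE for no effect and wells lacking GST-MLLE protein for full effect; some results filed as inactive read as strong as hits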
# Target sequence (P11940 whole entry, looked up): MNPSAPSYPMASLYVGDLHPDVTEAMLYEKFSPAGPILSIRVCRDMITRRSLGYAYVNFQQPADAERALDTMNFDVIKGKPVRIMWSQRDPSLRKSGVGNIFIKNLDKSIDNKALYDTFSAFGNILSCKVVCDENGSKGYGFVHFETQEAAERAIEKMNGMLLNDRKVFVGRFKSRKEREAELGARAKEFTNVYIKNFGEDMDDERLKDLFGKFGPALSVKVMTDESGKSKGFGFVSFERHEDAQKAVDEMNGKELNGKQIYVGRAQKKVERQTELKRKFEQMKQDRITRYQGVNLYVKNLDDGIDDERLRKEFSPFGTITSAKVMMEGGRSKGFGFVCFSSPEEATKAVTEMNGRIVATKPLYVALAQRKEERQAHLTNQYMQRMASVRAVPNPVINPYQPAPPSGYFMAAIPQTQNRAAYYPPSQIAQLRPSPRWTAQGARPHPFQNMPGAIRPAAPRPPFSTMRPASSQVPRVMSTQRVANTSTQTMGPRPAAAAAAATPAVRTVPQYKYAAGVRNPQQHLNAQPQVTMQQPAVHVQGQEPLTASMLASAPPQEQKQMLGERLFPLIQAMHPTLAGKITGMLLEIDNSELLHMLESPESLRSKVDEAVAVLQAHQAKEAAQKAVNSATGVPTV
# Neddyl block = blocks human cullin neddylation; P61081+Q13564; TR-FRET cullin neddylation, biochemical; calls only at 25 µM; actives 0.58% (n = 360,000); in the data active means inhibition above about 36%
# Rpn11 block = blocks the human proteasome subunit Rpn11; O00487; human 26S proteasome, Ub4-pepOG fluorescence polarization; 20S core pre-blocked with epoxomicin; calls only at 20 µM; actives 0.59% (n = 360,000);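 active means inhibition at 20 µM, scaled to each plate's controls, above about 33%, limit read from the data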
# SKN-1 block = inhibitors of C. elegans SKN-1; AID 624304; C. elegans VP596 Pgst-4::GFP/RFP ratio, acrylamide-induced, 24 h; inhibition, % at 21.8 µM; actives 0.49% (n = 360,000);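 active means interference check ratio from 0.5 to 1.5 plus GFP to RFP signal ratio inhibition reaching or exceeding a fixed threshold, cut at about 30% in these data, passing the limit was not always enough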; further: some compounds called inactive have numbers as strong as hits
# The depositor's hits bear a star; i = inactive; . = not tested or not shown.
SMILES,NadD inh,MT1-MMP act inh,Rin1-Abl PPI inh,CSN deneddyl inh,FAS TE block,MLLE-PAM2 inh,Neddyl block,Rpn11 block,SKN-1 block
Nc1c(C(=O)c2ccccc2)oc2ccccc12,-8,-1,0,1,1,15,i,i,-17
FC(F)(F)c1ccc(NC(=S)NC2CCCCC2)cc1,-5,-5,0,-6,13,-4,i,i,13
CCOc1cc2c(cc1OCC)C(C(=O)O)C(c1ccc(OC)c(O)c1)N(C)C2=O (stereo not given),-1,2,-2,4,-4,-6,i,i,-16
COc1ccc2c(c1)sc(=N)n2C,4,3,-2,-3,-6,-68,i,i,14
Cc1noc(C)c1C(=O)N1CCC1(C)C(=O)NS(=O)(=O)c1ccc(F)cc1F (stereo not given),-1,2,2,4,-7,1,i,i,1
COc1ccc(N(CC(=O)N2CCc3ccccc3C2)S(C)(=O)=O)cc1Cl,2,-3,3,-3,-2,-90,i,i,-2
CCOC(=O)[C@H]1[C@H]2COc3ccc(C)cc3[C@@H]2N2C(=O)c3cc(F)c(F)cc3NC(=O)[C@@]12C,3,-12,0,4,1,12,i,i,9
CCN(CC)CCOCCOC(=O)C1(c2ccccc2)CCCC1,-3,-3,3,-4,-2,5,i,i,7
COc1ccc(CNC(=O)c2cc(=O)c3ccccc3o2)cc1,-1,1,-2,-1,7,-4,i,i,-9
NC(=O)N/N=C/C=C/c1ccc(F)cc1,-2,4,-1,5,-3,-7,i,i,22
CCc1nnc(NS(=O)(=O)c2ccc(NC(=S)NC(=O)/C=C/c3ccccc3)cc2)s1,20,-1,-2,4,27,20,i,i,10
O=C(Cc1ccccc1[N+](=O)[O-])N/N=C/c1cccnc1,-1,-1,-4,-3,-5,2,i,i,-15
COc1ccccc1NS(=O)(=O)c1ccc(C)c(C(=O)NCC2(N(C)C)CCCCC2)c1,-11,3,0,-3,0,12,i,i,-8
C[C@H](NC(=O)OC(C)(C)C)C(=O)N/N=C/C1=Cc2ccccc2OC1,3,-1,-1,-1,-5,-2,.,i,-13
COc1ccc2oc(=Nc3ccccc3)c(-c3nc4ccccc4[nH]3)cc2c1,1,-6,-6,-8,-1,-4,i,i,-4
O=C(Cn1nc([N+](=O)[O-])nc1Br)NC1CCCCC1,0,5,-1,2,-2,13,i,i,5
Cc1cccc(NC(=O)c2cccc(N3C(=O)C4C5CCC(C5)C4C3=O)c2)c1C (stereo not given),0,3,1,7,-4,10,i,i,-11
CCOC(=O)CN1C(=O)S/C(=C/c2cc(C)n(-c3ccccn3)c2C)C1=O,-4,-18,0,2,7,20,i,i,3
O=C(CC1SC(N2CCOCC2)=NC1=O)Nc1ccccc1F (stereo not given),-1,0,-1,-5,-5,-2,i,i,11
COC(=O)C1=C(C)NC(=O)C1(NC(=O)c1cccnc1)C(F)(F)F (stereo not given),1,1,7,1,-13,2,i,i,5
N#C/C(=C/c1ccc(-c2cc([N+](=O)[O-])ccc2Cl)o1)C(N)=O,7,-8,-1,12,0,-10,i,i,4
CCC1CCCCN1CCCNC(=O)Cn1ncc2c(C)n(Cc3ccccc3Cl)c(C)c2c1=O (stereo not given),2,3,0,5,-5,-8,i,i,16
CCCS(=O)(=O)c1nc(S(=O)(=O)c2ccc(C)cc2)c(NCCN2CCOCC2)s1,6,2,1,-8,3,-12,i,i,16
Cc1cc(C)c(S(=O)(=O)NCCSCc2ccco2)c(C)c1,2,-3,8.5*,30,16,24,i,i,4
O=C(OCCOCCN=C1NS(=O)(=O)c2ccccc21)c1ccccc1Br,-7,4,-2,-2,0,9,i,i,0
O=C(CSc1nnc(Cc2ccccc2)o1)Nc1ccc(Br)cn1,-5,4,-4,1,-10,11,i,i,3
OCCC1CN(Cc2cn[nH]c2C2CCCCC2)CCN1C1CCCCC1 (stereo not given),25,0,-3,-5,-8,-9,i,i,4
O=C1C2CC=CCC2C(=O)N1Cc1ccccc1Cl (stereo not given),0,4,-1,-3,-7,24,i,i,7
Cc1nn(Cc2ccccc2Cl)c(C)c1C(=O)N1CCN(c2ccccc2)CC1,2,-2,-7,4,-7,-9,i,i,6
O=C(c1cnccn1)N1CCN(c2ccccc2)CC1,-4,7,1,0,-6,-2,i,i,11
CCOc1ccc2nc(C(=O)N3CCCC(C)C3)sc2c1 (stereo not given),-9,-2,-1,-5,5,3,i,i,7
O=C(CSc1ncccn1)N1CCCc2ccccc21,-6,-2,-1,6,-3,18,i,i,-1
CCCc1cc(=O)oc2cc(C)cc(OC(C)C(=O)NCC(O)c3ccccc3)c12 (stereo not given),2,0,-4,2,11,-12,.,i,0
CC(Sc1nc2ccccc2c(=O)n1CCCN1CCOCC1)C(=O)N1CCc2ccccc21 (stereo not given),-3,5,-3,-4,-5,3,i,i,7
COC(=O)c1cc(=O)nc(NN=C2CCCCC2)s1,2,6,0,-2,-6,-3,i,i,-13
Cc1cccc(NC(=O)C2(c3ccccc3)CC2(Cl)Cl)c1 (stereo not given),-5,-6,0,34,20,-5,i,i,6
CCN1C(=O)[C@H]2[C@@H](c3ccc(-c4ccc(OC)cc4)c(OC)c3)N3CCCC[C@@]3(C(=O)OC)[C@H]2C1=O,6,-4,1,-2,70*,-3,i,i,-6
CC1=NN(c2cccc(Cl)c2)C(=O)C1,-3,0,32*,2,-4,15,i,i,7
CCN(Cc1ccccc1)S(=O)(=O)c1cc(C(=O)c2c(N)n(C)c(=O)n(C)c2=O)ccc1OC,-1,3,4,6,0,7,i,i,-2
C[C@@]1([C@@H](NC(=O)c2cccs2)c2ccc(-c3ccccc3)cc2)C[C@H]1C1CCCCC1,4,-18,-1,-1,18,-5,i,i,8
CC(C)COc1nc2c(c(=O)n(C)c(=O)n2C)n1C,-6,-1,2,-2,-4,-10,i,i,-4
Cc1cccc(NC(=O)C2CCCN(S(=O)(=O)c3c(C)nn(C)c3C)C2)n1 (stereo not given),8,-3,1,-2,-1,15,i,i,2
O=[N+]([O-])c1cccc(-c2nc3ccccc3s/c2=N/O)c1,-3,-1,-4,1,-163,2,i,i,7
CC(C)CC(N)c1csc(Nc2ccc(S(C)(=O)=O)cc2)n1 (stereo not given),4,1,-4,0,-2,2,i,i,14
COCCn1c(=S)[nH]c2cc(C(=O)N3CCCC(C)C3)ccc2c1=O (stereo not given),2,-1,-2,1,-5,-71,i,i,-12
COc1ccc2nc(NC(=O)CSc3nc4ccccc4o3)sc2c1,-6,3,-17,-4,-2,10,i,i,0
Nc1ncnc2c1ncn2[C@@H]1O[C@H](CNCc2ccc(OCC(=O)Nc3ccccn3)cc2)[C@@H](O)[C@H]1O,-1,2,-4,0,-9,17,i,i,-14
O=C(c1cnn2c(C(F)F)cc(-c3ccccc3)nc12)N1CCc2ccccc21,6,-8,-1,-4,37,-3,i,i,4
Cc1cccc(NC(=O)CSCC(=O)N2CCN(c3cccc(C(F)(F)F)c3)CC2)c1,-2,-2,0,2,22,4,i,i,10
CCOC(=O)c1c(S(=O)(=O)NCC2CCN(Cc3cccc(F)c3)CC2)c(C)n(C)c1C,2,-2,0,11,1,-2,i,i,2
CCOC(=O)NN1C(=O)c2ccccc2NC1c1ccc(OC)cc1 (stereo not given),1,2,1,-6,-10,0,.,i,4
COc1ccccc1NC(=O)Nc1ccc2[nH]c(=O)[nH]c2c1,3,7,-2,4,-10,3,i,i,12
COc1ccc(C(=O)Nc2nc3ccc(S(C)(=O)=O)cc3s2)cc1OC,0,-4,-5,6,-3,-8,i,i,-7
Cc1cc(C(F)(F)F)nn1CC(=O)N1CCCC1,-1,3,-1,2,-3,0,i,i,18
Cc1cccc(CC(=O)Nc2ccc(C(=O)N3CCOCC3)cc2)c1,0,0,0,4,-6,9,i,i,16
CC(C)(C)[C@@H]1C=C(C(=O)N2CCN(Cc3ccccc3)CC2)O[C@H](OCCCCO)C1,-1,-3,0,-2,-4,5,i,i,13
COc1ccc(NC(=O)c2ccc3c(=O)n(Cc4ccco4)c(=S)[nH]c3c2)c(OC)c1,28,11,-1,5,19,-40,i,i,2
NC(=O)c1ccc2nc(NC(=O)c3ccc(N)cc3)sc2c1,-1,-2,-2,-5,-1,-2,i,i,0
COc1cc(OC)c(C(=O)OCC(=O)N2CC(=O)Nc3ccccc32)cc1OC,-1,-3,-2,-4,-6,-7,i,i,-1
COc1ccc(C(=O)NNC(=O)Nc2ccc(C)cc2)cc1,-5,-1,2,10,-5,8,i,i,-9

# Taken from above.
# MLLE-PAM2 inh, `Cc1cccc(NC(=O)CSCC(=O)N2CCN(c3cccc(C(F)(F)F)c3)CC2)c1` stands at 4
# NadD inh, `Cc1cccc(CC(=O)Nc2ccc(C(=O)N3CCOCC3)cc2)c1` stands at 0

# New compounds follow.
SMILES,NadD inh,MT1-MMP act inh,Rin1-Abl PPI inh,CSN deneddyl inh,FAS TE block,MLLE-PAM2 inh,Neddyl block,Rpn11 block,SKN-1 block
Clc1ccc(OCCCN2CCc3ccccc3C2)c(Br)c1,-10,-4,2,-2,23,5,i,i,10
CC1CCCN(C(=O)C(Cc2ccccc2)n2cccc2)C1 (stereo not given),-2,0,-1,1,-2,10,i,i,4
O=C(CSc1ccccc1Cl)NC1CCCc2ccccc21 (stereo not given),-5,0,-1,-2,5,8,i,i,3
CCOc1ccc(NC(=O)CSc2nc3ccccc3nc2N2CCOCC2)cc1,3,3,4,-2,18,10,i,i,-2
CC(=O)Nc1ccc(S(=O)(=O)NCC(=O)OCC(=O)NC(=O)C2CCCCC2)cc1,-2,6,2,-10,-8,-10,i,i,2
CN1CCN(c2ccc(NC(=O)N3CCc4ccccc43)cc2)CC1,-7,6,1,1,-3,-6,i,i,-24
CCOc1ccc(S(=O)(=O)N2c3ccccc3CC2C)cc1 (stereo not given),-7,17,-1,-8,20,-3,i,i,-3
O=C(COc1nsnc1N1CCOCC1)Nc1cccc(Cl)c1,-1,5,3,-3,6,-3,i,i,11
CCCC(=O)Nc1cccc(NC(=O)CN2CCN(c3ccccc3OC)CC2)c1,-9,4,-4,-4,-5,-15,i,i,-27
Cc1cc(C)n(/N=C/c2cccc([N+](=O)[O-])c2)c(=O)c1,-3,-2,1,3,-10,-1,i,i,-1
CC1CCN(C(=O)c2ccc3c(c2)OCO3)CC1,-9,0,2,-5,-3,-8,i,i,-22
O=C(CSc1nnc(C2COc3ccccc3O2)o1)NC1CCCCC1 (stereo not given),-4,6,-4,1,2,4,i,i,0
COc1cc(/C=N/OCC(=O)NC23CC4CC(CC(C4)C2)C3)ccc1OCc1ccccc1,-7,-50,-1,1,34,-4,i,i,-2
O=c1c2c3c(sc2n2cnnc2n1CCc1ccccc1)CCCC3,-1,-8,3,0,30,-58,i,i,0

# Single records, from the list above. Order of screens: NadD inh	MT1-MMP act inh	Rin1-Abl PPI inh	CSN deneddyl inh	FAS TE block	MLLE-PAM2 inh	Neddyl block	Rpn11 block	SKN-1 block
# Listed for O=C(CSc1nnc(C2COc3ccccc3O2)o1)NC1CCCCC1 (stereo not given) = -4	6	-4	1	2	4	i	i	0
# Listed for O=C(CSc1ccccc1Cl)NC1CCCc2ccccc21 (stereo not given) = -5	0	-1	-2	5	8	i	i	3
# Listed for CC(=O)Nc1ccc(S(=O)(=O)NCC(=O)OCC(=O)NC(=O)C2CCCCC2)cc1 = -2	6	2	-10	-8	-10	i	i	2
# Listed for O=C(COc1nsnc1N1CCOCC1)Nc1cccc(Cl)c1 = -1	5	3	-3	6	-3	i	i	11
